# High-throughput results deposited in PubChem by National Center for Advancing Translational Sciences (NCATS).
# Lipid storage S3: qHTS Assay for Lipid Storage Modulators in Drosophila S3 Cells; Drosophila S3 cells, BODIPY lipid droplet fluorescence, 18-24 h; cells fed with added oleic acid; Potency in µM for hits, for the others lipid storage change, negative = inhibition, % at the top dose, mostly 46.1 µM; actives 0.64% (n = 320,000); active means well fitted inhibition curve with a large enough effect in the signal ratio, with a control signal flat, not every such curve was filed as active; inconclusive means small, poorly fitted or top-dose-only effect, or effect the other way, or a change in a side signal; the % refers to the signal ratio
#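 Drosophila S3 cells loaded with oleic acid (400 uM, as added) and compounds at several concentrations; lipid droplets imaged by 488-nm laser-scanning cytometry, 500–530 nm intensity and object ratio to cell channel. Percent activity normalized to 20 uM Triacsin C.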
# Lipid storage S3 cell count max: second read-out of Lipid storage S3, no call of its own (marks repeat the call); cell number change, %; measured here: cell count max response;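 cells counted by Cell Tracker Red CMTPX staining in the red channel; peak over a dose series mostly up to 46.1 µM; percent activity relative to internal control wells on each plate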
# * hit, by the source's call; i = inactive; ? = inconclusive; · = no result given; [ ] = another dose, or the depositor's remark. On the % scale 0 is the no-effect control and ±100 the full control effect; potency means the concentration at half of the fitted maximal effect.
# Fields: Lipid storage S3	Lipid storage S3 cell count max
CCOC(=O)c1nc(S(C)(=O)=O)ncc1Cl
 : ?	·
COc1ccc(NC(=O)CCC(=O)c2cccs2)cc1S(=O)(=O)Nc1ccccc1Cl
 : ?	·
COC(=O)/C(C#N)=C/c1c(Oc2cc(C)cc(C)c2)nc2ccccn2c1=O
 : 8.0%	20.4
CC(C)C[C@H](NC(=O)c1[nH]cnc1C(=O)N[C@@H](Cc1ccccc1)C(=O)OC(C)(C)C)C(=O)OCc1ccccc1
 : ?	·
CC(C)C(OC(=O)c1ccco1)C(=O)NC1CCCC1 (centres undefined)
 : ?	·
O=C1/C(=C/c2ccco2)Cc2ccccc21
 : ?	·
O=C(NCc1cn2ccccc2n1)C1CCC(=O)N(Cc2ccccc2F)C1 (centres undefined)
 : i	·
CC(C(=O)NC1CCCCCC1)N(c1ccccc1)S(C)(=O)=O (centres undefined)
 : -12.2%	-15.4
Cc1ccc2nc(SCC(=O)N(C)C3CCS(=O)(=O)C3)[nH]c2c1 (centres undefined)
 : 1.16µM*	7.5*
NS(=O)(=O)c1ccc(CCNC(=O)c2ccc(S(=O)(=O)N3CCCCC3)cc2)cc1
 : i	17.2
COc1ccc(CCNCc2c(OC)ccc3ccccc23)cc1OC
 : -2.8%	20.1
O=C(NCCCN1CCC(Cc2ccccc2)CC1)C1CCN(S(=O)(=O)N2CCC3(CC2)OCCO3)CC1
 : 0.2%	-0.5
CCc1nnc(NC(=O)CSc2ccc(-c3nc4ccccc4[nH]3)cn2)s1
 : -27.9%	-23.6
CN1CCN(C2=C(Cl)C(=O)C(c3cnc(N4CCCCC4)s3)=C(Cl)C2=O)CC1
 : -0.9%	20.3
COc1cc(NC(=O)C(C)Oc2ccccc2)cc(OC)c1 (centres undefined)
 : 10.0%	2.6
O=C(NCCCn1ccnc1)c1ccc(N2CCCCCC2)c([N+](=O)[O-])c1
 : ?	·
OC(Cn1cnnc1)c1ccccc1 (centres undefined)
 : ?	·
COc1ccc(CC(=O)OCC(=O)NC(=O)NC2CCCCC2)cc1
 : 5.2%	8.2
COc1ccc(C(c2c(NC(=O)c3ccco3)sc(C)c2C)N2CCOCC2)cc1OC (centres undefined)
 : 8.2%	-1.2
Cc1c(NC(=O)c2ccccc2NC(=O)COc2ccccc2)cccc1C(=O)O
 : ?	·
COc1ccc(-c2[nH]ncc2/C=N\NS(=O)(=O)c2ccccc2)cc1OC
 : ?	·
COc1ccc(CNC(=S)N/N=C/c2ccncc2)cc1
 : ?	·
CC1(C)Cc2c(c(-c3ccccc3)nc(N3CCOCC3)c2C(N)=O)CO1
 : -6.3%	11.0
CC(C)/C=C1\CC/C(=C\c2cccnc2)C1=O
 : 0.7%	-13.9
O=C(Cc1ccccc1)NCc1cccnc1
 : -1.2%	-4.3
Cc1ccccc1NC(=O)C1c2cccc[n+]2CC(=O)N1Cc1ccc2c(c1)OCO2 (centres undefined)
 : 3.9%	10.2
COC(=O)c1ccc(COc2ccc(C)cc2[N+](=O)[O-])o1
 : 15.2%	11.7
CCOC(=O)c1c(C)n(C)c2ccc(OC)c(NC(=O)CN3CCSCC3)c12
 : 7.5%	-1.7
O=C(OCC(=O)N1CCc2ccccc21)c1ccc[n+]([O-])c1
 : ?	·
CCCCN(CCCC)C(=O)c1sc2nc(N3CCOCC3)c3c(c2c1N)CCCC3
 : i	24.2
O=C(Cc1ccccc1)NN1C(=O)C2C3C=CC([C@@H]2C1=O)C31CC1 (some centres undefined)
 : -2.6%	-3.8
Cc1cc(C(F)(F)F)nc(-n2cc(-c3ccccc3)nn2)n1
 : 18.8%	4.9
Cc1ccc(CNC(=O)c2ccc3c(=O)[nH]c4c(C(=O)NCC5CCCO5)sc(=S)n4c3c2)cc1 (centres undefined)
 : -0.2%	14.3
CCCN1CCN(CCCNC(=O)c2ccccc2NC(=O)C2=C(C)OCCS2)CC1
 : i	1.2
COc1ccc(OC)c(/C=C2\SC(N3CCCC(C)C3)=NC2=O)c1 (centres undefined)
 : -1.6%	-8.1
COc1ccc(-c2nc3c(-c4ccc(Cl)cc4)cnn3cc2C)cc1F
 : 11.7%	14.5
COc1ccc(NC(=O)Nc2cccc3cccnc23)cc1
 : -0.1%[9.22 µM]	6.9
COc1ccc(C2C=C(c3ccccc3)Nc3nnnn32)cc1 (centres undefined)
 : ?	·
Cc1cc(C)n(CNc2nc(C(F)(F)F)cs2)n1
 : 12.2%	-3.7
O=C(Cc1ccccc1)Nc1cccnc1
 : ?	·
COc1ccc(C(=O)C2CCCN(Cc3ccc(C#CCCO)cc3)C2)cc1F (centres undefined)
 : 11.0%	10.0
C/C(=N\NC(=O)C1(C)CC1(Br)Br)c1ccc([N+](=O)[O-])cc1 (centres undefined)
 : ?	·
CCN(CC)CCCNc1nc(-n2nc(C)cc2C)nc2sc3c(c12)CC(C)(C)OC3
 : ?	·
CCN(CC)S(=O)(=O)c1ccc(N2CCOCC2)c(NC(=O)CN2C(=O)NC(C)(c3ccccc3)C2=O)c1 (centres undefined)
 : 12.6%	·
C=CCn1c(=NC(=O)c2cc(Cl)sc2Cl)sc2cc(S(N)(=O)=O)ccc21
 : ?	·
NC(=O)C1CCN(C(=O)c2ccc3nc(N4CCCCC4)sc3c2)CC1
 : 1.3%	8.7
NS(=O)(=O)c1ccc(-c2ccc(C=C3C(=O)c4ccccc4C3=O)o2)cc1
 : ?	·
CCOC(=O)/C(C#N)=C\c1ccc(OCC(=O)Nc2ccc(C)cc2C)c(OC)c1
 : ?	·
Cc1cc(NC(=O)Nc2cccs2)no1
 : ?	·
CCOc1ccc(N2CC(C(=O)OC)CC2=O)cc1 (centres undefined)
 : ?	·

# The list continues.
# Fields: Lipid storage S3	Lipid storage S3 cell count max
COc1ccc(CNC(=O)COC(=O)c2cc(-c3ccc(Cl)s3)nc3ccccc23)cc1
 : ?	·
CCN(CC)C(=O)CSc1nc2ncc(Br)cc2[nH]1
 : ?	·
CCn1c(-c2ccc(-c3ccccc3)cc2)c[nH]c1=S
 : ?	·
O=C(NCc1ccc2c(c1)OCO2)c1nnc(Cc2ccc(F)cc2)o1
 : 29.0%	-15.6
COC(=O)Cc1c(C)nc2nc[nH]n2c1=O
 : i	·
CC(C)N(C(=O)c1ccc(-c2ccccc2F)cc1)C(C)C
 : ?	·
CC(C)[C@H](NC(=O)c1ccccc1Br)C(=O)OCc1nc2ccsc2c(=O)[nH]1
 : ?	·
COc1cccc(CNn2cnnc2)c1OCc1ccccc1F
 : ?	·
CCCCNc1nc(-c2ccccc2)nc(-n2ccnc2)n1
 : ?	·
Cc1ccc(NS(=O)(=O)c2ccc(C(=O)NCC(c3ccco3)N3CCCCC3)cc2)cc1 (centres undefined)
 : ?	·
COCc1cc(C)nc2oc(C(=O)c3ccccc3)c(N)c12
 : ?	·
O=C(CNC(=O)N1CC(=O)Nc2ccccc21)Nc1cccc(F)c1
 : ?	·
NC(=O)C1CCN(C(=O)c2cc(S(=O)(=O)N3CCOCC3)ccc2Cl)CC1
 : 17.8%[9.22 µM]	1.2
CCn1ncc(CNC(=O)CCCSc2nc(-c3ccco3)cc(C(F)(F)F)n2)c1C
 : ?	·
O=C(O)CCCCCn1c(SCC(=O)c2ccc(O)c(O)c2)nc2ccsc2c1=O
 : ?	·
O=C(C1=C[C@@H](C2CC2)C[C@@H](OCc2ccc(CO)cc2)O1)N1CCOCC1
 : 17.1%	-6.3
Cc1ccc(S(=O)(=O)Nc2ccccc2CNc2c(C)n(C)n(-c3ccccc3)c2=O)cc1
 : 24.3%	-0.8
COc1ccc(C(=O)c2oc3nc(C)cc(C)c3c2N)cc1
 : ?	·
O=C(CN1C(=O)C2CC=CCC2C1=O)Nc1nc2ccccc2s1 (centres undefined)
 : ?	·
CCC1=C(OC(=O)N(CC)CC)N2C(=O)OC(=NCC3CC3)[C@]2(C)[C@H]2C1=CC[C@H]1C(=O)N(CC(=O)OC)C(=O)[C@H]12
 : 1.0%	0.3
CCOC(=O)c1nc(NCc2ccccc2C)c2ccccc2n1
 : 12.5%	·
O=C(CN1C(=O)NC(Cc2c[nH]c3ccccc23)C1=O)NCC(F)(F)F (centres undefined)
 : 11.7%	27.2
Cc1cccnc1NC(=O)c1cc2ccccc2oc1=O
 : i	·
COc1ccc(CC(=O)OC(C)C(=O)NCc2ccc3c(c2)OCO3)cc1OC (centres undefined)
 : ?	·
COc1ccc(C(=O)CSc2nnc(-c3cccnc3)n2Cc2ccco2)cc1
 : ?	·
Cc1cccc(-c2nc3c(c(=O)c4ccccc4n3C)c(=O)n2-c2ccccc2)c1
 : i	10.9
O=C(COC(=O)/C=C/c1cccc([N+](=O)[O-])c1)Nc1ccc(Cl)cn1
 : ?	·
CCOC(=O)c1ncn2c1[C@@H]1CCNC1C(=O)c1cc(OC)ccc1-2 (some centres undefined)
 : ?	·
Cc1cccc(N2C(=O)CSC23CCCCC3)c1
 : i	·
CSc1ccccc1OCc1cc(C(=O)NCc2cnc(C)cn2)no1
 : -22.1%	-17.2
CCOC(=O)c1sc(Nc2cccc(C)c2C)nc1C
 : i	·
COC(=O)c1cccc(C(=O)N2CCCC(Nc3ccc(C)c(C)c3)C2)c1 (centres undefined)
 : ?	·
COc1n[nH]c(C(=O)NCc2ccccc2)c1[N+](=O)[O-]
 : -9.0%	0.7
CCOC(=O)N1CCN(c2c(NCCCN3CCCC(C)C3)c(=O)c2=O)CC1 (centres undefined)
 : 8.4%	·
Oc1cccc2cnccc12
 : 13.6%	·
O=C1CCC(C(=O)N(CCO)Cc2ccccc2)CN1CCCN1CCOCC1 (centres undefined)
 : i	10.4
COCC(=O)N(Cc1cc2ccc(C)cc2[nH]c1=O)c1ccccc1C
 : ?	·
CC(=O)c1c(C)[nH]c(=S)c(C#N)c1-c1ccc(Cl)cc1
 : ?	·
Cc1nc(CNS(=O)(=O)c2ccccc2F)cs1
 : 0.2%	·
Cc1ccc(C(=O)Nc2cc3[nH]c(=O)oc3cc2C)cc1
 : ?	·
Cc1ccc(N(CC(O)Cn2nc(C)cc2C)S(=O)(=O)c2ccc3ccccc3c2)cc1 (centres undefined)
 : 23.6%	12.3
COC(=O)c1cc(Br)c(=O)n(-c2cccc(F)c2)c1
 : 1.5%	-10.0
O=C(NNc1ccccc1[N+](=O)[O-])Nc1cccc(Cl)c1
 : 21.2%	18.6
CC(=O)c1c(C)[nH]c(C(=O)N(C)CC(=O)Nc2ccc(Cl)c(C(F)(F)F)c2)c1C
 : -6.5%	·
CCOc1ccccc1OCCCC(=O)Nc1cccc(S(=O)(=O)N2CCOCC2)c1
 : ?	·
CCOc1ccccc1N(CC(=O)N(C)Cc1ccccc1)S(=O)(=O)c1ccccc1
 : ?	·
O=C(NCc1ccco1)c1cccc(S(=O)(=O)N2CCOCC2)c1
 : ?	·
O=C(CN1CCOCC1)N/N=C/C=C/c1ccccc1
 : 1.5%	·
CCN(CC)S(=O)(=O)c1ccc(OC)c(NC(=O)c2ccc3c(c2)OCO3)c1
 : ?	·
Cc1nc2ccccc2c(=O)n1NC(=O)C1CC1C (centres undefined)
 : ?	·

# Next structures follow.
# Fields: Lipid storage S3	Lipid storage S3 cell count max
O=C(NCCc1ccccc1)Nc1ccc2c(c1)OCO2
 : -6.2%[9.22 µM]	9.5
COc1ccc2c(c1OC)C(=O)OC2N1C(=O)CC[C@H]1C(=O)Nc1ccc(F)cc1F (some centres undefined)
 : ?	·
O=C1CCc2cc(S(=O)(=O)NC(Cc3ccccc3)C(=O)N3CCN(c4ccccn4)CC3)ccc2N1 (centres undefined)
 : 0.0%	-5.4
CN(C)/C=C(\C=O)c1c(Cl)cccc1Cl
 : ?	·
O=C1N/C(=N/N=C/c2ccccc2)SC1(c1ccccc1)c1ccccc1
 : ?	·
O=S(=O)(c1ccc(Br)s1)N1CCCCC1
 : ?	·
Cc1cc(-c2ccccc2)nc(N(C)NC(=O)c2c(F)cccc2F)c1S(C)(=O)=O
 : ?	·
CCC(NC(=O)COc1cc2c(c3oc(=O)c(C)c(C)c13)CCC(C)(C)O2)C(=O)O (centres undefined)
 : 4.4%	19.1
CCC1(c2ccc(F)cc2)NC(=O)N(CC(=O)Nc2ccc(C)c(S(=O)(=O)N3CCOCC3)c2)C1=O (centres undefined)
 : ?	·
Cc1cc(C)n(-c2cc(C(C)(C)C)nc3c(-c4ccccc4)cnn23)n1
 : -1.9%	-12.2
Cc1cc[n+](Cc2ccccc2)c(N)c1
 : -12.8%	-10.8
COc1ccc(NC(=S)NCCSc2ccc(Cl)cc2)c(OC)c1
 : ?	·

# Not all compounds are listed, so the mix of outcomes need not match the whole.
